# Salmonella PhoP GFP: PhoP-dependent GFP reporter repression – Salmonella Typhimurium, primary screen (AID 1863); S. Typhimurium PhoP-regulated promoter GFP reporter, 4 h; higher % means a stronger effect; one-dose inhibition, % at 50 µM; IC50 in µM for titrated hits; hit rate 0.16% among 300,000;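 active = inhibition over 29.93%, a cutoff 3 SD above the screen mean, later confirmed by dose response; inconclusive = inhibition over 29.93% but no dose response follow-up; inactive = inhibition at most 29.93% or unconfirmed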;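 note: 0% = low Mg2+ inducing control and 100% = high Mg2+ repressing control; strong numbers were not always called active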
# T cell modulator: T cell immune modulation candidate | hit rate 0.068% among 330,000 | 2C CD8+ T cell-vesicle binding, flow cytometry; hits give low values | calls only at 7 µM;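 active = response, share of CD8 T cells binding vesicles, and their 90th percentile fluorescence all below set limits, cut at about 80% in these data, passing the limit was not always enough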
#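 Incubation: binding step 1.5 h, 37 °C, antibody labelling 20 min, ice; system: murine 2C transgenic CD8+ T lymphocytes; technique: cytometric PE anti-B7-1 and Alexa647 anti-CD8 signals after 1% paraformaldehyde fixation; also added: QL9-charged Drosophila Ld/ICAM-1/B7-1 vesicles; control set: naked versus QL9-loaded vesicles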
# RSV antiviral HEp-2: inhibition of RSV-induced cytopathic effect – HEp-2 cells, primary 10 µM value included (AID 2391); hit rate 0.13% among 310,000; CPE inhibition, % at 10 µM; hits with a dose series show IC50 in µM; HEp-2 cells, RSV-induced CPE inhibition; higher % means a stronger effect; in the data active = a potency from the dose series; inconclusive = CPE inhibition mostly from about 23% at the one dose, without a potency; inactive = the rest, 99 in 100 with CPE inhibition below about 21%; note: strong numbers were not always called active
# Large T inhibition: SV40 large T antigen inhibitors, biochemical (AID 1903). SV40 large T antigen ATPase/helicase inhibition assay; higher % means a stronger effect. inhibition, % at 20 µM, or IC50 in µM where a hit was titrated. hit rate 0.39% among 310,000; in the data active = a potency from the dose series; inconclusive = inhibition mostly from about 32% at the one dose, without a potency; inactive = the rest, 99 in 100 with inhibition below about 32%; note: strong numbers were not always called active
# b-catenin transl: beta-catenin nuclear translocation modulation; AID 1665; hit rate 0.3% among 190,000; nuclear translocation activity, % at 5 µM; HeLa beta-catenin nuclear translocation, immunofluorescence imaging;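 active = nuclear translocation activity above 50% at 5 µM, with a well cell count of 50 or more; inconclusive = wells under 50 cells across six images, flagged as toxic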;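 note: per-cell ratio of nuclear to cytoplasmic median beta-catenin stain intensity; plate controls were DMSO negative control for no effect and GSK-3 inhibitor IX positive control for full effect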
#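 Signal – beta-catenin immunofluorescence imaging with DAPI · Test system – human HeLa cell line · Dosing – 5 µM primary single dose, 0.1% DMSO, 0.02–20 µM confirmation series · Measure – % activation, nuclear-to-cytoplasmic median beta-catenin signal ratio per cell · Incubation – 24 h compound exposure at 37°C, 5% CO2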
# West Nile virus CPE: inhibition of WNV-induced cytopathic effect – cell-based, CPE readout (AID 1621) | West Nile virus-infected cells, CPE inhibition; higher % means a stronger effect | one-dose CPE inhibition, % at 10 µM; IC50 in µM for titrated hits | hit rate 0.02% among 290,000; in the data active = a potency from the dose series; inconclusive = CPE inhibition mostly from about 3.7% at the one dose, without a potency; inactive = the rest, 99 in 100 with CPE inhibition below about 2.2%; note: strong numbers were not always called active
# MgcRacGAP inhibition: MgcRacGAP GTPase-activating activity inhibitors, confirmation, biochemical, ADP Hunter fluorescence; MgcRacGAP-stimulated Rac1 GTP hydrolysis, ADP Hunter fluorescence; higher % means a stronger effect; GST-tagged Rac1 F28L mutant substrate; inhibition, % at 30 µM; hits with a dose series show IC50 in µM; hit rate 0.6% among 340,000;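 active = first-screen hits whose inhibition reached a set limit at any dose in the follow-up dose series; inconclusive = inhibition above the set first-screen limit but never retested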;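 note: fluorescence reports GDP produced by GAP-driven GTP hydrolysis; strong numbers were not always called active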
# Myeloid diff 2: compounds promoting myeloid differentiation; ER-HoxA9 myeloid progenitors, lysozyme-GFP differentiation, flow cytometry; calls only at 10 µM; hit rate 1% among 360,000;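 active = normalized GFP-positive differentiation at or above the plate's own cutoff, the solvent-only control mean plus 3 SD; inconclusive = no clear call, values can overlap the other calls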;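 note: cells exposed to compound for four days before flow analysis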
# WT yeast gro inh: growth inhibition of WT yeast, mitochondrial fusion screen. mitochondrial fusion phenotypic screen, WT strain. inhibition, % at 10 µM. hit rate 2.1% among 190,000. AID 1362; in the data active = inhibition above about 58%; tested in S. cerevisiae
# WT yeast gro inh mutant strain: also measured in WT yeast gro inh; calls as there; inhibition, %; mitochondrial fusion phenotypic screen, mutant strain inhibition
# b-catenin transl cell count 5 µM: further read-out of b-catenin transl, marked with its call; cell count; measured here: cell count, cytotoxicity flag
# T cell modulator vesicle-bound %: further read-out of T cell modulator, marked with its call; double positive events, %; measured here: CD8+ vesicle-bound cell fraction;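 binding gate set so that unloaded-vesicle control wells show 10% double positive cells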
# Myeloid diff 2 GFP+ MAC1+ %: also measured in Myeloid diff 2; calls as there; GFP+ MAC1+ double positive, %; measured here: differentiation confirmed by MAC1 staining
# Numbers without * were called inactive; i = inactive; ? = inconclusive; . = not tested or not shown; + = active, no number.
no.	SMILES	Salmonella PhoP GFP	T cell modulator	T cell modulator vesicle-bound %	RSV antiviral HEp-2	Large T inhibition	b-catenin transl	b-catenin transl cell count 5 µM	West Nile virus CPE	MgcRacGAP inhibition	Myeloid diff 2	Myeloid diff 2 GFP+ MAC1+ %	WT yeast gro inh	WT yeast gro inh mutant strain
1	O=C1c2ccc(-c3ccc4c(c3)C(=O)N(CCO)C4=O)cc2C(=O)N1CCO	2%	i	16	-1.0%	3%	-0.6	1382	0.3%	6%	i	0.3	.	.
2	Nc1nc(Nc2ccccc2)nc(C(F)(F)F)n1	5%	i	60	9.2%	0%	.	.	-0.8%	15%	i	0.3	.	.
3	O=C(O)Cc1ccc(-c2ccccc2)cc1	7%	i	7	.	12%	-2.2	608	.	7%	+	2.6*	-4	-4
4	COc1ccc(S(=O)(=O)N2CCN=C2SCc2cccc(C)c2)cc1	-1%	i	32	6.8%	8%	.	.	-0.4%	4%	i	1.3	.	.
5	CCCCNC(=O)COC(=O)c1ccc(NS(=O)(=O)c2ccc3c(c2)OCCO3)cc1	-12%	i	57	?	8%	.	.	0.2%	4%	i	0.8	-4	-4
6	CCOc1ccc(C(=O)Nc2ccc(N3CCCC3)cc2)cc1	5%	i	28	2.8%	11%	1.9	1057	0.5%	19%	i	0.6	2	19
7	Cc1nc(Nc2ccccc2F)c2oc3ccccc3c2n1	6%	i	35	0.9%	5%	.	.	0.2%	.	i	0.1	.	.
8	COc1cc(/C=N/N2C(=O)c3ccccc3C2=O)ccc1O	3%	i	41	-0.5%	?	-1.5	980	-0.1%	50µM*	i	0.9	11	10
9	O=c1c2[nH]c3ccc(Br)cc3c2ncn1CCCn1ccnc1	-3%	i	22	-3.3%	8%	-2.6	1296	-0.1%	9%	i	0.7	-21	3
10	CCN(C(=O)COC(=O)CNC(=O)c1ccc2ccccc2c1)C1CCS(=O)(=O)C1 (centres undefined)	-2%	i	54	-1.2%	-50%	-1.1	1087	0.2%	0%	i	0.7	1	4
11	NC(=O)Cn1cnc2c(nnn2-c2cccc(Cl)c2)c1=O	0%	i	20	0.8%	4%	.	.	-0.6%	7%	i	0.8	.	.
12	COC(=O)c1ccccc1NC(=O)C(C)c1ccc([N+](=O)[O-])cc1 (centres undefined)	5%	i	57	1.4%	9%	-0.4	970	-0.9%	6%	i	0.2	2	5
13	CCc1ccc(-n2c(SCc3cc(=O)n4cc(Br)ccc4n3)nc3[nH]ncc3c2=O)cc1	-2%	i	31	63%	6%	0.6	1135	0.1%	1%	.	.	13	10
14	COc1ccc(Nc2nc(Nc3ccc(OC)cc3)nc(-n3[nH]c(=O)c(C)c3C)n2)cc1	3%	i	51	5.0%	9%	0.0	1332	1.8%	3%	i	2.2	6	8
15	CC(=O)c1cc(-c2ccccc2)n(CC(=O)N2CCC(C)CC2)c1C	-7%	.	.	-1.9%	1%	0.5	1176	-1.0%	-3%	i	1.2	-3	-15
16	COc1ccc(C(=O)c2ccc(N3CCOCC3)c([N+](=O)[O-])c2)cc1	1%	i	45	3.1%	12%	0.5	1522	-1.3%	9%	i	0.7	31	-3
17	O=c1oc2ccccc2cc1-c1csc(Nc2nc3c(F)cccc3s2)n1	3%	i	43	?	1%	0.7	865	-0.4%	5%	i	1.3	6	-17
18	O=[N+]([O-])c1ccc(N2CCN(S(=O)(=O)c3ccccc3)CC2)cc1NCC1CCCO1 (centres undefined)	4%	i	55	1.6%	-1%	-0.1	1088	-0.2%	1%	i	0.1	-7	-12
19	Cc1cc(C)nc(SCc2nc3ccccc3n2C)n1	-3%	i	24	0.8%	0%	-4.7	985	0.6%	5%	i	1.9	.	.
20	O=C1OCC(CO)(CO)N=C1NNc1ccccc1[N+](=O)[O-]	-8%	i	43	-1.4%	16%	-0.1	1307	0.0%	-6%	i	0.5	.	.
21	O=C(NN=C1CCC(=NNC(=O)c2cccnc2)CC1)c1cccnc1	6%	i	6	0.3%	?	0.8	1066	0.7%	11%	i	0.0	31	37
22	Cc1ccc(Cl)cc1Nc1nc(-c2sc(NC(=O)c3cccc(Cl)c3)nc2C)cs1	16%	i	41	-1.2%	18%	.	.	-0.5%	.	.	.	28	1
23	O=C(CCC(=O)Nc1ccccc1Cl)NNC(=O)COc1ccc([N+](=O)[O-])cc1	.	i	47	0.0%	.	.	.	.	5%	i	0.5	.	.
24	Cc1ccc(-c2cn(-c3ccccc3F)c(=S)[nH]2)cc1	-1%	i	22	3.6%	12%	.	.	-1.2%	9%	i	0.2	.	.
25	COc1ccccc1N1CCN(C(=O)COc2ccc(C)cc2Br)CC1	4%	i	36	7.7%	0%	1.2	835	-0.2%	8%	i	0.7	15	2
26	COCCN(C(=O)c1ccccc1F)c1nnc(-c2ccc(OC)cc2)s1	10%	i	44	-0.4%	5%	.	.	-0.9%	9%	i	0.4	.	.
27	S=c1[nH]nc(-c2ccc(Cl)cc2)n1CCCN1CCOCC1	0%	i	29	2.1%	23%	-1.3	1131	0.0%	18%	i	0.2	4	23
28	Cc1ccc(OCc2cc(C(=O)NCC(C)(C)N3CCOCC3)no2)cc1C	-8%	i	51	8.0%	17%	.	.	-0.3%	2%	i	0.4	.	.
29	O=C(Nc1nc(-c2ccc3c(c2)OCCO3)cs1)c1ccco1	-1%	i	35	4.5%	8%	.	.	0.0%	6%	i	1.3	.	.
30	CCOC(=O)C(=CNc1cc(C)ccn1)C(=O)OCC	-8%	i	20	1.5%	30%	-3.0	1157	-0.2%	6%	i	0.4	7	14
31	Cc1cc(C)cc(NC(=O)C(C)N2C(=O)c3ccccc3C2=O)c1 (centres undefined)	-1%	i	50	0.7%	-1%	.	.	0.1%	12%	i	0.5	.	.
32	Cc1ccc(CCNS(=O)(=O)c2c(C)nc3sccn3c2=O)cc1	.	i	37	1.1%	6%	.	.	-0.6%	2%	i	1.6	.	.
33	CC(C)OCCCNc1nc2c(-c3ccccc3)nnn2c2ccccc12	-3%	i	46	1.4%	0%	-0.2	490	.	.	.	.	-13	-22
34	C=CCOc1ccc(C2NC(=S)NC(C)=C2C(=O)c2ccccc2)cc1OC (centres undefined)	9%	i	48	2.6%	?	-1.5	1117	-1.2%	-4%	i	1.6	2	-2
35	COc1ccc(CCn2c(-c3cccc([N+](=O)[O-])c3)nc3nc4ccccc4nc32)cc1OC	11%	i	46	1.5%	7%	0.3	1158	-0.7%	0%	i	0.3	9	6
36	Cc1ccc(C(=O)NCCNS(=O)(=O)c2ccccc2)cn1	2%	i	30	0.6%	3%	.	.	0.0%	4%	i	1.5	.	.
37	O=C(Nc1ccc(N2CCOCC2)cc1)c1ccc(Cl)nc1	2%	i	16	4.1%	16%	-3.3	1191	-0.2%	12%	i	1.1	4	-52
38	Oc1[nH]c2ccccc2c1N=NC(=S)NCCc1ccccc1	4%	i	33	6.5%	-2%	0.0	966	-0.9%	17%	i	0.5	55	15
39	O=C(O)CSc1nnc2n(-c3ccccc3)c(=O)c3ccccc3n12	-9%	i	33	1.1%	8%	.	.	-0.2%	7%	i	0.1	.	.
40	C=CCNC(=O)Nc1ccc2nc(C)sc2c1	1%	i	28	0.9%	6%	-2.3	977	0.0%	7%	i	0.1	3	10
41	O=C(CSc1nnc(-c2ccncc2)o1)Nc1cccc(F)c1	-7%	i	43	-0.9%	18%	.	.	.	3%	i	0.6	.	.
42	COc1ccc(CN2C(=O)C(C)N(C(=O)c3c(F)cccc3F)c3ccccc32)cc1 (centres undefined)	18%	i	36	11%	-12%	.	.	1.5%	7%	i	0.4	.	.
43	S=c1[nH]nc(-c2cc(-c3ccco3)[nH]n2)n1-c1ccccc1	16%	i	54	0.6%	7%	-0.4	1339	0.0%	4%	i	1.0	4	19
44	COc1ccc(CCNC(=O)CSc2cccc3cccnc23)cc1OC	5%	i	44	-1.0%	-1%	-0.5	1107	0.8%	4%	i	0.4	12	1
45	CC(=O)c1cccc(N=c2scc(-c3ccc(S(=O)(=O)N4CCOCC4)cc3)n2CCO)c1	-2%	i	30	-0.9%	-4%	.	.	-2.1%	15%	i	0.4	-3	-12
46	CSc1cccc(NC(=O)CCCNC(=O)c2ccc(Cl)cc2)c1	3%	i	40	6.0%	9%	.	.	-0.3%	15%	.	.	.	.
47	CCP(=O)(c1ccccc1)C(C)(C)O (centres undefined)	-8%	i	2	1.7%	-1%	-4.5	1174	0.1%	9%	i	0.6	4	2
48	CCCC(=O)C1=C(O)C(C(=O)OC)C(C)(C)CC1=Nc1ccccc1 (centres undefined)	3%	i	57	1.6%	1%	-1.1	1060	0.0%	3%	i	2.5	10	6
49	O=C(NCC(=O)N(Cc1ccco1)C(C(=O)NC1CCCC1)c1cccnc1)c1ccco1 (centres undefined)	3%	i	26	1.8%	3%	.	.	0.0%	3%	i	0.8	17	9
50	Cc1ccc(COc2ccsc2C(=O)O)cc1	-12%	.	.	.	-7%	3.2	1025	0.6%	13%	i	0.3	-18	-15

# Three entries already listed, ordered by formula weight, rising:
no.	SMILES	Salmonella PhoP GFP	T cell modulator	T cell modulator vesicle-bound %	RSV antiviral HEp-2	Large T inhibition	b-catenin transl	b-catenin transl cell count 5 µM	West Nile virus CPE	MgcRacGAP inhibition	Myeloid diff 2	Myeloid diff 2 GFP+ MAC1+ %	WT yeast gro inh	WT yeast gro inh mutant strain
50	Cc1ccc(COc2ccsc2C(=O)O)cc1	-12%	.	.	.	-7%	3.2	1025	0.6%	13%	i	0.3	-18	-15
38	Oc1[nH]c2ccccc2c1N=NC(=S)NCCc1ccccc1	4%	i	33	6.5%	-2%	0.0	966	-0.9%	17%	i	0.5	55	15
42	COc1ccc(CN2C(=O)C(C)N(C(=O)c3c(F)cccc3F)c3ccccc32)cc1 (centres undefined)	18%	i	36	11%	-12%	.	.	1.5%	7%	i	0.4	.	.

# Source: PubChem
